SRC3 inh: inhibits human SRC3 coactivator. 360,000 compounds, 0.17% hits. inhibition, % at 3.6 µM. HEK293 GAL4-SRC3 luciferase reporter, luminescence;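 active = inhibition above a per-campaign cutoff, the mean of all compounds plus 3 SD, cut at about 60% in these data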;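 note: 0% = DMSO-treated cells and 100% = gossypol-treated cells at 36 µM; higher means less SRC3-driven luciferase light from the GAL4 reporter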
TWEAK-Fn14 inh: blocks TWEAK-Fn14 interaction in a reporter cell assay. inhibition, % at 10 µM. 360,000 compounds, 2% hits. AID 1159606. TWEAK-stimulated Fn14 reporter cells, luciferase luminescence, 8 h; in the data active = inhibition above about 50%
NR5A2 inv ag: inverse agonists of human LRH-1 (NR5A2) | O00482 | HEK293T StAR-luciferase reporter, LRH-1 transfected, 24 h | inhibition, % at 3.6 µM | 360,000 compounds, 0.13% hits | AID 602396;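 active = inhibition above the mean inhibition of all tested compounds plus 3 SD, cut at about 73% in these data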;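 note: 0% = DMSO wells and 100% = reporter-only cells lacking LRH-1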
SRC1 inh: inhibits human SRC1 coactivator; Q15788; HEK293 GAL4-SRC1 luciferase reporter, luminescence; inhibition, % at 3.6 µM; 360,000 compounds, 0.12% hits;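 active = inhibition above the campaign mean plus 3 SD, with each screening campaign given its own cutoff, cut at about 60% in these data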;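 note: 0% = DMSO treated cells and 100% = gossypol at 36 µM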
COUP-TFII inh: NR2F2 (human) inhibition, primary screen; P24468; HEK293T NGFI-A luciferase reporter, luminescence; inhibition, % at 8.6 µM; 370,000 compounds, 0.7% hits;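 active = inhibition above a per-plate cutoff, mean inhibition of test wells between control levels plus 3 SD, cut at about 38% in these data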;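 note: cells cotransfected with COUP-TFII expression vector driving the NGFI-A reporter; 0% = median of COUP-TF2 test wells and 100% = reporter-only cells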
Target sequence (P24468 whole entry, looked up): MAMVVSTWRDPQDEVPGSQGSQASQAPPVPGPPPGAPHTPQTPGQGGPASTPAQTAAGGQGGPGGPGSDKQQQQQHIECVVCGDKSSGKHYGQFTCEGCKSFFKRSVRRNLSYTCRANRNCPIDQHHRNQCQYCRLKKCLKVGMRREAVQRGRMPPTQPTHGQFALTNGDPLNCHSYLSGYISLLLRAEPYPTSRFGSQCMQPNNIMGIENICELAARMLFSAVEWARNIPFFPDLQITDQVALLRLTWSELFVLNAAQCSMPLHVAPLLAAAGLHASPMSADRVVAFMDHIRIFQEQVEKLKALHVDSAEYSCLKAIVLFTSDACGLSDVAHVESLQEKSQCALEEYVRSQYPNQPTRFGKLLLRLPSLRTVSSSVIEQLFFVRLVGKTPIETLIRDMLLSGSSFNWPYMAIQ
ABHD5-PLIN5 inh: ABHD5-PLIN5 protein interaction inhibition | Q00G26+Q8WTS1 | Split G. princeps luciferase complementation, luminescence, 4 h | inhibition, % at 4 µM | 360,000 compounds, 0.78% hits | AID 602281;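 active = inhibition above the mean inhibition across every tested compound plus 3 SD, cut at about 22% in these data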;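 note: 0% = DMSO only wells and the 100% control is not disclosed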
TLR9-MyD88 block: inhibitors of human TLR9-MyD88 binding; Q9NR96+Q99836; CHO BLA complementation TLR9-MyD88, CCF4 FRET ratio; inhibition, % at 4.98 µM; 340,000 compounds, 0.21% hits; AID 504734;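 active = inhibition above the mean over all tested compounds plus 3 SD, cut at about 21% in these data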;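 note: 0% = DMSO only wells and 100% = clavulanate BLA inhibitor control wells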
NOD2 RIPK2 PPI: inhibitors of human NOD2-RIPK2 interaction; 360,000 compounds, 0.38% hits; inhibition, % at 4.98 µM; CHO BLA complementation NOD2-RIPK2, CCF4 ratio; O43353; in the data active = inhibition above about 21%;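 note: 0% = vehicle only and 100% = reference blocker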
Target sequence (O43353 whole entry, looked up): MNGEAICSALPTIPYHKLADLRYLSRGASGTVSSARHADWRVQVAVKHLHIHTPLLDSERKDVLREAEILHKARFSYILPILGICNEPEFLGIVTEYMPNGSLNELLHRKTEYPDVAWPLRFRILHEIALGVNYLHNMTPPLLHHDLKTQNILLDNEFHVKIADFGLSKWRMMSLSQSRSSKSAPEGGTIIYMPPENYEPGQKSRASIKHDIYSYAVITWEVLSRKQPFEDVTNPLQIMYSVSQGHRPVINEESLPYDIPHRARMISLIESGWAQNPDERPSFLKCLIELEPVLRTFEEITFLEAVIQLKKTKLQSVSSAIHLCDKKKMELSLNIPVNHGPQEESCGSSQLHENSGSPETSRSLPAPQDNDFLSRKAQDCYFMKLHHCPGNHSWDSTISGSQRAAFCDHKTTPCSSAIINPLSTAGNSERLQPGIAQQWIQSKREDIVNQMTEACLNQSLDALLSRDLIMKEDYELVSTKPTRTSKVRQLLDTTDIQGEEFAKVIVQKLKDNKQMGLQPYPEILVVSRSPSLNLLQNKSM
SRC2 inh: inhibits human steroid receptor coactivator 2 | Q15596 | HEK293 GAL4-SRC2 luciferase reporter, luminescence | inhibition, % at 9 µM | 370,000 compounds, 0.17% hits | AID 651957;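 active = inhibition above the mean inhibition of all tested compounds plus 3 SD, set per campaign, cut at about 52% in these data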;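 note: 0% = DMSO treated cells and 100% = cells given Gossypol at 36 µM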
TROY NFkB inh: blocks TROY-dependent signaling in reporter cells; 360,000 compounds, 0.98% hits; AID 1347056; Q293 LMP1-TROYcd NF-kB luciferase reporter, 4 h; inhibition, % at 10 µM;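 active = compounds whose plate-normalised and pattern-corrected inhibition of the luciferase reporter signal at the single screening dose is 50% or more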
Granule exo inh: blocks lytic granule exocytosis | TALL-104 LAMP-1 surface exposure, flow cytometry; cells stimulated with thapsigargin and PMA | inhibition, % at 10 µM | 360,000 compounds, 0.66% hits | AID 651702;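 active = inhibition above about 55%, limit read from the data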
* hit, by the source's call; . = not tested or not shown. Some of the compounds tested; the hit share may differ from the screen's.

canonical_smiles	SRC3 inh	TWEAK-Fn14 inh	NR5A2 inv ag	SRC1 inh	COUP-TFII inh	ABHD5-PLIN5 inh	TLR9-MyD88 block	NOD2 RIPK2 PPI	SRC2 inh	TROY NFkB inh	Granule exo inh
Cc1cc(C)cc(NC(=O)COC(=O)c2cc(=O)[nH]c(=O)[nH]2)c1	1	3	-19	-2	3	0	0	0	6	-4	-3
Cc1ccccc1OCCCC(=O)Nc1ccc(Br)cc1	-7	-12	-11	-9	5	-6	-2	4	4	-25	-2
CCc1ccc(/C=C\C(=O)N2CCCC2)cc1	-57	-4	-86	-119	-40	0	-5	-5	-44	-32	-2
CCOC(=O)c1cnc(SCCc2ccccc2)nc1N	-84	-4	-139	-94	-45	-2	10	-2	-43	-53	-5
CCCc1c(C(=O)N/N=C(\C)c2cccnc2)nnn1-c1nonc1N	19	-27	-4	9	0	1	-12	3	-14	-18	4
CCOC(=O)c1c(S(=O)(=O)N2CCN(c3ccc(C(C)=O)cc3)CC2)c(C)n(C)c1C	9	-15	9	-1	-34	4	7	6	-25	-29	3
COc1ccc(CC(=O)OCC(=O)c2c[nH]c3ccccc23)cc1	10	-7	9	1	11	2	-4	-5	-1	-20	-1
Cc1ccc(/C=N/n2c(COc3ccccc3)n[nH]c2=S)s1	0	-5	4	0	9	-13	3	-7	-6	1	4
CCOc1ccc(NC(=O)CN(C)C(=O)c2ccccc2Cc2ccccc2)cc1OCC	17	16	-13	-20	-8	-1	-1	-10	-4	-4	0
Oc1ccccc1CNCC12CC3CC(CC(C3)C1)C2	8	6	25	2	14	3	-3	-5	-15	4	47
O=Cc1cccn1-c1c(C(=O)O)cnn1-c1ccccc1	2	30	10	-8	20	-7	3	-7	19	18	2
Cc1cc(NC(=O)CN2C(=O)NC3(CCCCC3C)C2=O)no1 (stereo not given)	13	4	-19	0	-12	3	-1	-5	-24	-7	-2
CCn1nc(C(=O)NNC(=O)c2cc(Cl)ccc2OC)c2ccccc2c1=O	-26	-40	14	3	-6	-16	-1	-2	7	-10	-5
O=C(/C=C/c1cccc(F)c1)Nc1cc(S(=O)(=O)N2CCOCC2)ccc1Cl	4	2	26	0	-10	-5	6	5	-13	17	-14
Cc1ccc(-c2nc3ccccc3[nH]2)cc1NC(=O)c1ccco1	-18	-15	-13	-8	-17	2	8	-6	-28	.	-2
Cc1csc(NC(=O)CSc2nnc(-c3ccccn3)n2-c2ccc(C)c(C)c2)n1	-1	-7	-10	-19	-4	5	-3	-12	13	-6	14
COc1ccc(C(=O)NNC(=O)CSc2nnnn2C)cc1	9	10	11	6	11	-1	3	-5	-21	2	-2
O=C1N[C@@H](Cc2ccccc2)C(=O)N2[C@H]1C[C@]1(Br)c3ccccc3N(S(=O)(=O)c3ccc(F)cc3)[C@H]21	-9	21	9	0	-4	5	-3	3	-7	-4	-5
CCN(CCCNC(=O)c1cn(CC)c2ccc(S(=O)(=O)N(C)C)cc2c1=O)c1cccc(C)c1	-13	-35	11	-4	-17	7	-11	-2	-1	29	0
COc1ccc(N(CC(=O)NCc2ccc(C)cc2)S(=O)(=O)c2c(C)noc2C)cc1	-1	5	-8	-12	9	-2	1	9	-11	-15	15
CCCn1nc(C(=O)NC2CCCCCC2)c2ccccc2c1=O	5	-24	11	5	-2	15	0	2	-8	-15	-6
COc1ccccc1OCCNC(=O)C1CCN(C(C)=O)CC1	-1	16	-11	-3	-12	-16	-5	1	4	-5	-14
CN(C(=O)CSc1nnc2n1CCCCC2)C1(C#N)CCCCC1	-7	-8	-4	-10	-5	-8	-4	8	-21	4	-1
COc1ccc2c(C(F)(F)F)cc(=O)oc2c1C	5	-10	-2	2	-9	-3	-10	-6	-16	7	0
Cc1ccc2oc(C(=O)N(C)Cc3ccon3)c(C)c2c1	-73	5	-153	-66	-32	12	5	2	-35	-114	0

The closing five entries of the section before come first, to join the parts:
canonical_smiles	SRC3 inh	TWEAK-Fn14 inh	NR5A2 inv ag	SRC1 inh	COUP-TFII inh	ABHD5-PLIN5 inh	TLR9-MyD88 block	NOD2 RIPK2 PPI	SRC2 inh	TROY NFkB inh	Granule exo inh
CCCn1nc(C(=O)NC2CCCCCC2)c2ccccc2c1=O	5	-24	11	5	-2	15	0	2	-8	-15	-6
COc1ccccc1OCCNC(=O)C1CCN(C(C)=O)CC1	-1	16	-11	-3	-12	-16	-5	1	4	-5	-14
CN(C(=O)CSc1nnc2n1CCCCC2)C1(C#N)CCCCC1	-7	-8	-4	-10	-5	-8	-4	8	-21	4	-1
COc1ccc2c(C(F)(F)F)cc(=O)oc2c1C	5	-10	-2	2	-9	-3	-10	-6	-16	7	0
Cc1ccc2oc(C(=O)N(C)Cc3ccon3)c(C)c2c1	-73	5	-153	-66	-32	12	5	2	-35	-114	0
CCN1CCN(C2=C(NS(=O)(=O)c3ccccc3)C(=O)c3ccccc3C2=O)CC1	-6	12	-1	1	3	13	0	-8	-46	9	0
O=C(O/N=C1\CCCCC1c1ccc([N+](=O)[O-])cc1[N+](=O)[O-])c1c(F)cccc1F (stereo not given)	-64	11	-20	-3	-4	-10	-11	1	16	-11	-3
CCOc1ccc(N(CC(=O)NC2CCCC2)C(=O)CCC(=O)Nc2nccs2)cc1	10	-10	7	11	1	-10	-4	1	-28	-12	1
COc1ccc(OC)c(CN2CCC(C(=O)N3CCOCC3)CC2)c1	12	-7	1	-2	-1	2	7	1	9	3	-1
Cn1c(=O)n(C)c2cc([N+](=O)[O-])c(N3CCN(S(=O)(=O)c4ccc(C(C)(C)C)cc4)CC3)cc21	20	54*	-1	3	-7	0	1	-2	-14	36	2
COC(=O)CCc1cccc(CCC(=O)OC)c1	-31	0	11	1	4	1	-2	-11	-2	-23	-1
COC(=O)c1c(C(=O)OC)c(-c2ccc(Br)cc2)n2c1CS(=O)C2 (stereo not given)	7	10	10	-4	25	-4	6	1	11	20	-3
CC(Sc1nnc(CN2CCCC2)n1Cc1ccccc1)C(=O)Nc1ccc(F)cc1 (stereo not given)	-1	-8	10	6	14	5	-10	-2	36	-4	3
COc1cccc(/C=C/C(=O)c2ccc3c(c2)OCO3)c1OC	-91	-13	-50	-24	.	4	-1	-12	.	-85	7
CCOC(=O)C1=C(C)NC2=C(C(=O)c3ccccc32)C1c1cccc2ccccc12 (stereo not given)	-10	35	-4	-3	9	-4	-6	4	10	13	4
O=C1C2CCCN2C(=O)N1CCCN1CCN(c2ccc([N+](=O)[O-])cc2)CC1 (stereo not given)	-22	7	-8	-14	-23	-3	-1	10	19	2	-4
Cc1c(CCO)sc[n+]1CC(=O)OC12CC3CC(CC(C3)C1)C2	13	-6	0	5	-9	-1	-5	0	-24	-4	-3
Cc1ccc(-c2nc3ccccc3n3nnnc23)cc1	-44	-15	11	-38	-7	9	-6	-14	-26	-68	12
Cc1cc2c(SCC(=O)NCC3CCCO3)ncnc2s1 (stereo not given)	13	-10	1	-6	-9	5	0	-2	-1	-31	-5
Cc1ccc2c(-c3ccc([N+](=O)[O-])cc3)cc(=O)[nH]c2c1	5	-18	-7	-3	12	-6	-10	2	-24	4	-4
CCOc1ccc(NCC2CCOC(C)(C)C2)cc1 (stereo not given)	9	-1	-7	5	5	-1	3	-10	4	-2	3
CCOc1ccc(C(=O)Nc2nnc(S(=O)(=O)N3CCCCC3)s2)cc1	-10	-24	2	-5	5	4	0	4	-4	-5	0
CCCCn1c(N)c(N(CC(C)C)C(=O)CSCC(=O)Nc2ccc(C)cc2)c(=O)[nH]c1=O	-3	0	2	0	10	-7	-4	-5	20	-6	1
Cc1[nH]c2ccccc2c1C(=O)C(=O)N1CC(C)OC(C)C1 (stereo not given)	-8	-3	8	10	13	-6	0	4	15	4	12
COc1cccc(S(=O)(=O)NCc2ccc(C(=O)NCc3ccccn3)cc2)c1	-8	8	22	-26	-1	4	-19	-1	17	10	5
CC(=O)c1c(C)[nH]c(C(=O)CSc2nnc(-c3ccco3)o2)c1C	-3	3	-28	-31	13	0	0	2	-6	26	-4

5 compounds drawn at random from the list so far, as already listed:
canonical_smiles	SRC3 inh	TWEAK-Fn14 inh	NR5A2 inv ag	SRC1 inh	COUP-TFII inh	ABHD5-PLIN5 inh	TLR9-MyD88 block	NOD2 RIPK2 PPI	SRC2 inh	TROY NFkB inh	Granule exo inh
CCOC(=O)C1=C(C)NC2=C(C(=O)c3ccccc32)C1c1cccc2ccccc12 (stereo not given)	-10	35	-4	-3	9	-4	-6	4	10	13	4
CCOc1ccc(C(=O)Nc2nnc(S(=O)(=O)N3CCCCC3)s2)cc1	-10	-24	2	-5	5	4	0	4	-4	-5	0
O=C(/C=C/c1cccc(F)c1)Nc1cc(S(=O)(=O)N2CCOCC2)ccc1Cl	4	2	26	0	-10	-5	6	5	-13	17	-14
Cc1cc2c(SCC(=O)NCC3CCCO3)ncnc2s1 (stereo not given)	13	-10	1	-6	-9	5	0	-2	-1	-31	-5
CCOC(=O)c1c(S(=O)(=O)N2CCN(c3ccc(C(C)=O)cc3)CC2)c(C)n(C)c1C	9	-15	9	-1	-34	4	7	6	-25	-29	3

Source: PubChem BioAssay
